beta cell repl: induces beta-cell replication in MIN6 cells; MIN6 cells proliferation, ATPlite luminescence, 48 h; cells starved in 0.2% serum; 100% = growth in 10% serum; proliferation, % at 10 µM; 0.29% of 330,000 active;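 active means compounds whose signal lies at least 3.5 SD above the mean of all wells on their plate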;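 further: 0% = DMSO-treated cells in low-serum medium and 100% = 10% serum control; some compounds called inactive have numbers as strong as hits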
SENP1 inh: inhibitors of human SENP1 SUMO protease catalytic domain | inhibition, % at 10 µM | recombinant SENP1 catalytic domain, CyPet-SUMO1-YPet FRET cleavage | Q9P0U3 | 0.21% of 360,000 active | AID 624204;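 active means inhibition at least 30% at 10 µM, raw YFP signal under a set limit, fluorescence ratio 0.5 to 1.5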;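 further: 0% = enzyme with DMSO and 100% = no enzyme wells; some results filed as inactive read as strong as hits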
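Test system: human SENP1 catalytic domain; medium: Tris pH 8 buffer plus EDTA, NaCl, BME, BSA, NP40, catalase; incubation: 50 min reaction at room temperature; technique: FRET, CFP and YFP emission; controls: no-enzyme low control and enzyme-plus-DMSO high control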
mIAP activ: mouse IAP activation; 0.24% of 330,000 active; muIAP, CDP-Star luminescence, 30 min; stronger effect = higher value; 1 = vehicle-only enzyme signal, 0 = enzyme-free wells; activation factor at 10 µM;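 active means activation factor of at least 2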; further: the source names both 10 and 20 µM as test concentration; values of inactives mirror those of a sister screen read the other way
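Assay system: mouse IAP enzyme / Compound: DMSO-dissolved test compounds / Timing: 30 min, room temperature / Measured by: luminescence from enzymatic CDP-Star hydrolysis / Control set: DMSO-only wells, enzyme-free buffer wells as negative control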
APOBEC3A inh: blocks human APOBEC3A ssDNA deamination; P31941; recombinant A3A, FAM/TAMRA ssDNA deamination fluorescence; inhibition, % at 20 µM; 0.41% of 330,000 active; AID 493011;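 active means at least 40% inhibition at 20 µM here, with at most 30% in a related deaminase screen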;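 further: plate controls were A3A with DMSO for no effect and wells lacking A3A enzyme for full effect; some results filed as inactive read as strong as hits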
Target sequence (P31941 whole entry, looked up): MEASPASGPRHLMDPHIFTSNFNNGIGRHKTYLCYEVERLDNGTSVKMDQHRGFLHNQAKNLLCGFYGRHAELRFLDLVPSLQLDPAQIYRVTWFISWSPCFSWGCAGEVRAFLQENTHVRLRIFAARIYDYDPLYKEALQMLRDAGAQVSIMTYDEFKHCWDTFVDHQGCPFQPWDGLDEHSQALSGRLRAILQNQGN
hIAP block: blocks human intestinal alkaline phosphatase; P09923; purified IAP, CDP-Star luminescence, 30 min; inhibition, % at 10 µM; 0.12% of 330,000 active;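 active means inhibition reaching a set limit with compound at 10 µM in the primary screen, cut at about 35% in these data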;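 further: plate controls were DMSO wells with enzyme for no effect and no-enzyme buffer wells for full effect; values of inactives mirror those of a sister screen read the other way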
Target sequence (P09923 whole entry, looked up): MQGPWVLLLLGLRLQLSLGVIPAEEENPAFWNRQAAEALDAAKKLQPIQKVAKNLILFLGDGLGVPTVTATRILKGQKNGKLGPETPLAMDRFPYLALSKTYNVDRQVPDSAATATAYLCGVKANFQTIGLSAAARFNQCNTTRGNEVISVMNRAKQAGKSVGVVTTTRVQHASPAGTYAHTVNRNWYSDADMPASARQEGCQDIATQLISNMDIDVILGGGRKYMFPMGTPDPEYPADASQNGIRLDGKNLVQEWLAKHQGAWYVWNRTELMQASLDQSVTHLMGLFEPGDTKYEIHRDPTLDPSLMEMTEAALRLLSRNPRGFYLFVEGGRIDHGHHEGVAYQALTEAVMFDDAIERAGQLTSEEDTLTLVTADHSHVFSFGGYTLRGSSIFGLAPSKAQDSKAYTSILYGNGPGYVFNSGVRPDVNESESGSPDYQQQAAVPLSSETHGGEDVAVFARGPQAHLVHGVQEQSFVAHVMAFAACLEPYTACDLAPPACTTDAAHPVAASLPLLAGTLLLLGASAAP
NALP3 yeast inh: NALP3 inhibition in yeast. Yeast reconstituted NLRP3/ASC/caspase-1, beta-gal luminescence, 24 h. inhibition, % at 10 µM. 0.39% of 330,000 active. AID 2825;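 active means inhibition of 50% or more; inactive means inhibition below 50%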;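 further: plate controls were induced DMSO wells for no effect and uninduced yeast grown without galactose for full effect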
hIAP activ: increases human intestinal alkaline phosphatase activity; P09923; purified human IAP, CDP-Star luminescence, 30 min; stronger effect = higher value; 1 = vehicle-only enzyme, 0 = enzyme-free background; activation factor at 10 µM; 0.16% of 330,000 active; AID 2524;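 active means activation factor of the enzyme at least 2-fold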; further: the source names both 10 and 20 µM as test concentration; values of inactives mirror those of a sister screen read the other way
A3G deaminase: inhibitors of human APOBEC3G DNA deaminase. Q9HC16. recombinant A3G, ssDNA deamination FAM/TAMRA fluorescence. inhibition, % at 20 µM. 0.28% of 330,000 active. AID 493012;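 active means inhibition of at least 40% at 20 µM, with no more than 30% in the related APOBEC3A deaminase screen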;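 further: plate controls were DMSO wells with A3G for no effect and wells lacking A3G enzyme for full effect; some compounds called inactive have numbers as strong as hits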
Target sequence (Q9HC16 whole entry, looked up): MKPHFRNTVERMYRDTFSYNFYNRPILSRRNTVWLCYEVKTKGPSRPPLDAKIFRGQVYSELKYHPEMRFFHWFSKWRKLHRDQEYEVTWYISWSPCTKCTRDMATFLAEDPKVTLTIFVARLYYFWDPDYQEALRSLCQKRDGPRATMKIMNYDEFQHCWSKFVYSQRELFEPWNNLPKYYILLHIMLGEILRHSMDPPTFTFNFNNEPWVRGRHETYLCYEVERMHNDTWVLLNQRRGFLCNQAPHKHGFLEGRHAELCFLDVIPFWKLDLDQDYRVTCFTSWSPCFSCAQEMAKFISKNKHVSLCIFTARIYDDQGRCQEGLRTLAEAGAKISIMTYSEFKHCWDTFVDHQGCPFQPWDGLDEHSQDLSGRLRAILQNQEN
mIAP inh: blocks mouse intestinal alkaline phosphatase | 0.2% of 330,000 active | AID 2806 | purified mouse IAP, CDP-Star luminescence, 30 min | inhibition, % at 10 µM;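 active means inhibition of at least 40% at 10 µM in the primary screen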;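 further: plate controls were DMSO with enzyme for no effect and no enzyme wells for full effect; values of inactives mirror those of a sister screen read the other way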
An asterisk follows results filed as active; . = no result given. Not all compounds are listed, so the mix of outcomes need not match the whole.

SMILES	beta cell repl	SENP1 inh	mIAP activ	APOBEC3A inh	hIAP block	NALP3 yeast inh	hIAP activ	A3G deaminase	mIAP inh
COC(=O)c1ccc2c(=O)[nH]c(CCl)nc2c1	-4	-7	0.89	-2	14	-17	0.86	-2	11
O=C(CN1CCOCC1)Nc1ccc(Cl)c(Cl)c1	-2	-1	0.95	-9	-5	7	1.1	-6	5
COc1ccc(-c2ccc3c(N)c(C(=O)NC(C)C)sc3n2)cc1OC	-2	-38	0.94	-5	-7	20	1.1	13	6
CCOC(=O)/C(=N/Nc1ccc(OC)cc1)Sc1nnc(CCc2ccccc2)n1-c1ccccc1	5	3	0.96	-3	14	11	0.86	21	4
CCCCc1cc(=O)oc2cc(OCC(=O)NCCN3CCOCC3)ccc12	1	1	0.91	-8	-8	12	1.1	-12	9
COCCn1c(C)cc(/C=C(\C#N)C(=O)OCC(=O)N(C)c2c(N)n(Cc3ccccc3)c(=O)[nH]c2=O)c1C	3	-4	0.97	1	2	20	0.98	-7	3
CO/N=C(/CNC(=O)c1ccccc1Cl)c1ccc(Cl)cc1	6	3	1	-3	-11	28	1.1	-6	-1
CNS(=O)(=O)c1ccc(NC(=O)C2CC(=O)N(c3ccc(Cl)cc3)C2)cc1 (stereo not given)	7	1	1	-2	-6	6	1.1	-2	-4
CC(C)C(=O)Nc1cccc(-c2nc3ccccc3c(=O)o2)c1	-2	1	1	-1	-6	23	1.1	-4	-3
CCCCN(Cc1ccccc1)C(=O)C1CCN(Cc2sccc2C)CC1	-1	-1	0.95	0	-1	1	1	-5	5
COc1ccccc1CC(NC(C)=O)C(=O)N1CCN(C(=O)c2cccs2)CC1 (stereo not given)	-1	0	0.99	-3	-3	29	1	-4	1
COc1ccc(S(=O)(=O)NCc2ccc(C(=O)NCc3cccnc3)cc2)cc1	-5	.	1	-1	-7	8	1.1	-13	0
Cc1ccc(S(=O)(=O)N2CCOCC2)cc1NC(=O)COC(=O)c1ccc2c(c1)OCCO2	0	2	1	2	6	-3	0.94	-3	0
CC(=O)N1CSCC1C(=O)N1CCN(c2ccc(N3CCOCC3)nn2)CC1 (stereo not given)	3	-19	0.93	-7	2	12	0.98	-8	7
CC(C)CCNC(=O)NC(=O)COC(=O)/C=C/c1cc(Br)ccc1F	0	1	0.89	-4	10	14	0.9	-7	11

3 entries from above, with each value named.
> CC(C)C(=O)Nc1cccc(-c2nc3ccccc3c(=O)o2)c1
  beta cell repl: -2 | SENP1 inh: 1 | mIAP activ: 1 | APOBEC3A inh: -1 | hIAP block: -6 | NALP3 yeast inh: 23 | hIAP activ: 1.1 | A3G deaminase: -4 | mIAP inh: -3

> CCCCN(Cc1ccccc1)C(=O)C1CCN(Cc2sccc2C)CC1
  beta cell repl: -1 | SENP1 inh: -1 | mIAP activ: 0.95 | APOBEC3A inh: 0 | hIAP block: -1 | NALP3 yeast inh: 1 | hIAP activ: 1 | A3G deaminase: -5 | mIAP inh: 5

> COc1ccccc1CC(NC(C)=O)C(=O)N1CCN(C(=O)c2cccs2)CC1 (stereo not given)
  beta cell repl: -1 | SENP1 inh: 0 | mIAP activ: 0.99 | APOBEC3A inh: -3 | hIAP block: -3 | NALP3 yeast inh: 29 | hIAP activ: 1 | A3G deaminase: -4 | mIAP inh: 1

(next part)
SMILES	beta cell repl	SENP1 inh	mIAP activ	APOBEC3A inh	hIAP block	NALP3 yeast inh	hIAP activ	A3G deaminase	mIAP inh
Cc1cc(O)c(C(C)C)cc1NC(=O)c1cccc(Cl)c1	1	2	0.92	1	1	4	0.99	-7	8
Cc1ccc(S(=O)(=O)N(C)C)cc1NC(=O)COC(=O)CN1C(=O)c2ccccc2C1=O	-6	3	1	17	0	16	1	-8	0
CSCCC(NC(N)=O)C(=O)NCc1ccccc1Cl (stereo not given)	-2	0	0.97	2	15	15	0.85	2	3
CC(Nc1cc(N2CCN(S(=O)(=O)N(C)C)CC2)ccc1[N+](=O)[O-])c1ccccc1 (stereo not given)	-1	1	0.96	-3	20	9	0.8	-11	4
CCOC(=O)C1(C)NC(c2ccco2)C2C(=O)N(c3ccc(C)cc3)C(=O)C21 (stereo not given)	0	-5	1	0	-4	13	1	-2	0
CCCCC(CC)C(=O)Nc1cccc(SC)c1 (stereo not given)	-3	-1	1.1	-2	17	7	0.83	-4	-7
CCN1CCCC1CNC(=O)Cn1cc2c(n1)CCC(C)C2 (stereo not given)	2	-22	1	7	-2	2	1	0	0
Cc1nn(C)c(C)c1NC(=O)COc1ccccc1C#N	3	-2	0.99	-2	21	6	0.79	-5	1
O=c1c2ccccc2cnn1Cc1nnc(-c2cccs2)o1	-1	-6	0.79	0	8	30	0.92	-2	21
C=CCN1C(=O)/C(=C\c2ccc(OC(=O)c3ccco3)c(OC)c2)SC1=S	-1	18	0.74	-3	7	-7	0.93	-7	26
O=C(NCCSc1c[nH]c2ccccc12)c1ccco1	-5	0	1	-6	19	6	0.81	-7	-1
O=C(O)c1ccc2nc(CO)[nH]c2c1	-3	0	0.91	1	-2	9	1	0	9
CC(=O)c1cccc(NC(=O)/C(=C\c2cccnc2)NC(=O)c2ccco2)c1	-2	0	0.96	-2	-2	-5	1	-3	4
O=C(c1cc2n(n1)C(C(F)(F)F)CC(c1ccco1)N2)N1CCc2ccccc2C1 (stereo not given)	-3	2	0.96	5	7	17	0.93	-3	4
N/C(=N\OC(=O)c1ccco1)c1cccc(Br)c1	-1	3	0.91	1	9	-2	0.91	-2	9
CCCC(=O)Nc1ncnc2c1ncn2[C@@H]1O[C@@H]2OP(=O)(O)OC[C@H]2[C@H]1OC(=O)CCC	5	-2	0.95	-3	12	15	0.88	-7	5
CCOc1cc(-c2nc(C)c(C(C)=O)n2O)ccc1OCC(=O)Nc1ccc(F)cc1	-3	-2	0.9	-1	3	26	0.97	-3	10
CC1=CC(C)(C)[N+](C)(C)c2ccc(C)cc21	-1	1	0.98	45*	-2	-2	1	12	2
COC(=O)Cc1cc(=O)n2[nH]c(C(F)(F)F)nc2n1	-4	-1	1	-1	2	-13	0.98	-4	0
Cc1ccc(-c2nnc(CCC(=O)NCc3csc(C)n3)o2)s1	-2	-3	1	-1	-4	-1	1	-7	0
Cc1cccc(N2N=C(C(=O)N3CC(=O)Nc4ccccc43)CCC2=O)c1	-1	-8	1.1	0	20	-1	0.8	-7	-8
Cc1cc(Cn2nnnc2-c2ccncc2)cc(C)c1O	2	0	0.97	-4	13	-1	0.87	-9	3
Nc1nc2ccccc2n1C(=O)c1ccc(F)cc1	-6	0	0.79	-2	-3	2	1	-6	21
O=C(CCc1ccccc1)Nc1ccccc1	2	-2	0.95	-1	10	-4	0.9	-4	5
CC1(C(=O)N/N=C/c2ccc([N+](=O)[O-])o2)CC1(Br)Br (stereo not given)	-4	-4	0.61	4	2	-4	0.98	-1	39
COCCNC(=O)C(C)Oc1ccc(Cl)cc1Cl (stereo not given)	-1	1	0.88	-1	-20	6	1.2	-2	12
O=[N+]([O-])c1cc([N+](=O)[O-])c(Oc2cc(F)cc(F)c2F)cc1NN1CCCCC1	-1	1	0.94	0	5	9	0.95	-4	6
Cc1ccc2[nH]c3c(=O)n(Cc4ccccn4)cnc3c2c1	-2	0	1.1	10	2	18	0.98	-2	-7
Cc1ccc(NC(=O)COC(=O)CC2CCCC2)cc1F	-3	4	1	-3	-5	-5	1	-5	0
Cc1cc2ccccc2c(=O)n1CC(=O)NCC(=O)N1CCN(c2ccccc2)CC1	1	0	0.95	7	-12	15	1.1	-2	5
Cc1ccc(C(=O)NCC(=O)OCC(=O)N2CCCc3ccccc32)cc1	-2	0	0.9	1	17	11	0.83	-6	10
CCOC(=O)C1(Cc2ccccc2C)CCCN(C(=O)c2ccc3nccnc3c2)C1 (stereo not given)	4	-2	0.99	-1	-7	8	1.1	-7	1
Cc1cc(NC(=O)CCCN2C(=O)/C(=C/c3ccccc3Cl)SC2=S)no1	-1	3	0.83	5	-9	10	1.1	-8	17
CCN(CC)S(=O)(=O)c1ccc(C)c(N=C=S)c1	-4	2	0.99	0	-4	3	1	-7	1
O=C(Nc1ccc(Oc2cccnc2)cc1)c1ccc([N+](=O)[O-])cc1	-2	1	0.92	1	11	18	0.89	-1	8
COc1ccc(CNC(C)C2COc3ccccc3O2)c(OC)c1 (stereo not given)	2	-2	1	-2	-99	2	2	-5	-4
O=C(NC(=S)Nc1cccc2cc(O)ccc12)c1ccco1	-4	0	0.97	1	-12	2	1.1	-1	3
COc1ccc(-c2csc(NC(=O)CSc3nc(C)cs3)n2)cc1	0	5	0.97	3	15	9	0.85	-2	3
Clc1ccc(COc2ccccn2)c(Cl)c1	-3	0	1	-2	15	2	0.85	-5	-1
Cc1cc(C)n(CC(=O)N2CCCC(C(=O)c3cccc(OC(C)C)c3)C2)n1 (stereo not given)	-3	-1	0.99	2	2	18	0.98	0	1
CCCc1c(-c2ccc(O)cc2)nn(-c2ccc(O)cc2)c1-c1ccc(O)cc1	-7	0	0.95	-2	-2	26	1	-5	5
O=C(c1ccc(N2CCN(C3CC(=O)N(c4ccc(F)cc4)C3=O)CC2)cc1)c1cccnc1 (stereo not given)	-1	.	0.93	12	17	6	0.83	-1	7
COc1ccc(N2CC(C(=O)N[C@@H](C)C(=O)NC3CCCCC3)CC2=O)cc1 (stereo not given in full)	0	-1	0.97	-5	-6	6	1.1	-7	3
CN(C)CC1CCCCC1OC(=O)c1ccc(S(=O)(=O)N(C)c2ccccc2)cc1 (stereo not given)	0	1	0.96	-3	18	11	0.82	-5	4
O=C(COc1ncnc2ccc(Br)cc12)N1CCOCC1	-1	2	1	-7	-4	-2	1	0	-2
CC(C)OCCCNC(=O)C(C)Oc1ccccc1 (stereo not given)	-2	2	0.92	1	6	3	0.94	0	8
Cc1ccc(-n2c(N)c(C#N)c(-c3ccccc3)c(C#N)c2=O)cc1	-1	0	0.99	-5	-5	6	1	-8	1
COc1ccccc1NC(=O)CSc1nc2ccccc2n1C(C)=O	2	2	0.96	3	0	-1	1	-2	4
CCN(CCCNC(=O)CCCOc1cc(=O)n(C)c2ccccc12)Cc1ccccc1	-3	3	1	-5	-22	12	1.2	-7	-2
CN1CCN(C(=O)c2ccc(CSc3ccc(Cl)cc3)cc2)CC1	0	2	0.94	0	-14	14	1.1	-6	6
O=C(c1ccc2nc(Cc3cccc(Cl)c3)oc2c1)N1CCC(CO)CC1	-1	1	1	-3	17	0	0.83	-5	-1
CCOc1ccc(N2CC(C(=O)NCCN3C(=O)S/C(=C\c4cccnc4)C3=O)CC2=O)cc1 (stereo not given)	-3	-2	0.93	8	-5	5	1.1	-3	7
CN(c1ccccc1)S(=O)(=O)c1ccc2[nH]c(=O)[nH]c2c1	-3	2	0.93	2	8	25	0.92	-3	7
Cn1c(-c2cccc3ccccc23)n[nH]c1=S	0	0	0.84	0	5	1	0.95	0	16
O=C(O)c1cc2ccccc2c2cc(Br)ccc12	4	1	0.97	-2	5	21	0.95	-7	3
O=C(CCCCCBr)N1CCC(CC2CC(c3ccc(Cl)cc3)=NO2)(C(=O)NCC2CCCCC2)CC1 (stereo not given)	-3	2	1.1	-4	16	14	0.84	-8	-8
COc1cccc(C2=CC(=O)C[C@H](c3ccc(F)cc3)C2)c1	-7	1	0.88	1	9	-7	0.91	-1	12

Compound activity as filed in PubChem.
